Cycloheximide cs = affects cycloheximide protein synthesis inhibition readout, counter-screen | cell reporter, cycloheximide protein synthesis inhibition counterscreen | max response, % | 300,000 tested, 12% active | AID 2314; in the data active = max response mostly above about 13%, no sharp cut-off; inactive = mostly below about 14%; note: read at 38.3 µM for the half of the compounds with a filed dose; 0% is about no effect
AmpC no deterg = AmpC beta-lactamase inhibition without detergent | P00811 | AmpC nitrocefin hydrolysis, absorbance 480 nm, 0.0001% Triton | Potency, µM (doses to about 57.1 µM), without a hit: top-dose activity change, negative = inhibition, actives largely listed as inhibitors | 330,000 tested, 0.52% active | AID 485341;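 note: potency is the fitted concentration of half-maximal effect; plate controls were no compound for no effect and no enzyme for full effect; nearly all actives have a fitted effect of over 20% in size; some results filed as inactive show a strong effect at the top dose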
Target sequence (P00811 whole entry, looked up): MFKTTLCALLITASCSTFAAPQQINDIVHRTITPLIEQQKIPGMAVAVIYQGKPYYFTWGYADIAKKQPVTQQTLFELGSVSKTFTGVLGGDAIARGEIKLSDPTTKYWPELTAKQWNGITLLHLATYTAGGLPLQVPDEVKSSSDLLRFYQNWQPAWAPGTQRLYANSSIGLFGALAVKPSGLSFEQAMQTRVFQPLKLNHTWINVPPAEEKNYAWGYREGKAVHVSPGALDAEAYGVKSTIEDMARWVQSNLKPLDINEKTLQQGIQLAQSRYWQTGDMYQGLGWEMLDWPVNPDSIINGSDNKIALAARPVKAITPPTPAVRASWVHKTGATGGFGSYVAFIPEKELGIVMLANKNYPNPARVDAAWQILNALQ
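AmpC (5.3 nM in the dispensed reagent) in 20 mM phosphate pH 7.0 with 0.01% (detergent screen) or 0.0001% Triton X-100 was preincubated with compounds for 15 min at room temperature. Nitrocefin was then added from an 800 uM solution, and hydrolysis was followed at 480 nm.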
Tb PYK inh = T. brucei pyruvate kinase inhibition. Q57TT1. TbPYK enzyme, Kinase-Glo Plus ATP luminescence, 45 min. Potency, µM (highest dose often 76.8 µM), for the others: top-dose activity, negative = inhibition, hits mostly inhibitors. 410,000 tested, 0.12% active. AID 624173; note: potency is the fitted concentration of half-maximal effect; % is set by controls: 0 for no effect and ±100 for the full control effect; nearly all actives have a fitted effect of over 50% in size
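Luminescence from Kinase-Glo Plus, added after a 45-minute room-temperature reaction, served as the end-point read-out. The enzyme and substrate were preincubated with compound before ADP (130 uM final) initiated turnover. Concentration-effect curves came from normalized qHTS data.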
Pf growth 48h = P. falciparum growth inhibition at 48 hours (one generation). Potency, µM (highest dose often 28.7 µM), for inactives: at the highest dose activity change, negative = inhibition, actives largely listed as inhibitors. 310,000 tested, 5.9% active. AID 504832. P. falciparum luciferase growth in erythrocytes, 48 h; note: potency is the fitted concentration of half-maximal effect; % is set by controls: 0 for no effect and ±100 for the full control effect
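First compound was added to culture medium, then infected red cells at 0.1% parasitemia and 2% hematocrit (final). After incubation at 37 C under 5% CO2, luciferase detection reagent was dispensed and light output recorded.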
Pf growth 96h = P. falciparum growth inhibition at 96 hours | Potency, µM (titrated, usually from 28.7 µM), for the others: top-dose activity change, negative = inhibition, usual class: inhibitors | P. falciparum luciferase reporter growth, 96 h | 320,000 tested, 6.9% active; note: potency is the fitted concentration of half-maximal effect; % is set by controls: 0 for no effect and ±100 for the full control effect
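Parasite growth measured via integrated firefly luciferase reporter in P. falciparum. Infected erythrocytes at 2% hematocrit, 0.05% parasitemia final were treated 96 hours at 37 C under 5% CO2, and luminescence was read.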
LmPK inhibitor = LmPK (Leishmania mexicana) enzyme inhibition; Q27686; purified LmPK, Kinase-Glo ATP luminescence, 1 h; Potency, µM (doses to about 57.5 µM), without a hit: top-dose activity change, negative = inhibition, hits mostly inhibitors; 290,000 tested, 0.37% active; AID 1721; note: potency is the fitted concentration of half-maximal effect; % is set by controls: 0 for no effect and ±100 for the full control effect
Target sequence (Q27686 whole entry, looked up): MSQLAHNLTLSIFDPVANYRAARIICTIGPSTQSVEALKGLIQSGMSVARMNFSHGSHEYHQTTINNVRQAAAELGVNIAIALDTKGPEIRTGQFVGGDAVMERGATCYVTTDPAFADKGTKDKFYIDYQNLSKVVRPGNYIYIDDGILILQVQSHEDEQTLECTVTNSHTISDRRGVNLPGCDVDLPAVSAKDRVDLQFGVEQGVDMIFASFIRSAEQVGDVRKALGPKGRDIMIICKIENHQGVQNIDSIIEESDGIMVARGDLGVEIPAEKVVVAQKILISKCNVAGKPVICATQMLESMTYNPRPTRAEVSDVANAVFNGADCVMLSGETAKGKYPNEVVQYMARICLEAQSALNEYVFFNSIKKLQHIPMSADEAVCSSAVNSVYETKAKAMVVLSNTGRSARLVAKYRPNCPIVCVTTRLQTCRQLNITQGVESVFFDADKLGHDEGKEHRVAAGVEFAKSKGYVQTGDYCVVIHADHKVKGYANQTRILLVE
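Screened at intermediate enzyme activity to detect both inhibitors and activators: LmPK at 0.1 nM, with a 0.5 nM enzyme column as activation reference. PEP 0.5 mM, ADP 0.1 mM; ATP detected by luminescence after 1 h.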
Shiga toxin inh = Shiga toxin inhibition | Vero cells, Shiga toxin protein synthesis inhibition reporter | inhibition, % at 38.7 µM | 290,000 tested, 9.2% active | AID 2315; in the data active = inhibition mostly above about 28%, no sharp cut-off; inactive = mostly below about 43%; note: 0% is about no effect
Active calls of the source: *; i = inactive; ? = inconclusive; nt = not tested or not shown; & = joins results of further samples; [ ] = another dose, or the depositor's remark. Unless noted, calls come from the whole dose curve; as a rule, active = well fitted curve in the direction sought with a large enough effect; inconclusive = small, poorly fitted or top-dose-only effect, or another doubt; inactive = no such curve, though single readings can be large; an effect the other way counts as inactive or inconclusive.

SMILES | Cycloheximide cs | AmpC no deterg | Tb PYK inh | Pf growth 48h | Pf growth 96h | LmPK inhibitor | Shiga toxin inh
CCN(CC(=O)N1CCCCCC1)S(=O)(=O)c1ccc(C)cc1 | -4 | 5% | -4% | -15% | 7.4µM* | -3% | -2
CCCCCCCN(C(=O)CCl)c1ccccc1C | -3 | -23% | 3% | ? | ? | 1% | -14
O=C(Cc1ccc(S(=O)(=O)N2CCOCC2)s1)OCc1ccc(Cl)cc1 | nt | -37% | 5% | ? | ? | nt | nt
COc1ccccc1[C@]1(C)ON(c2ccccc2C(F)(F)F)C1=O | nt | 2% | 2% | 1µM* | 0.83µM* | nt | nt
CCOC(=O)N1CCC(N2Cc3cccc(C(=O)Nc4cccc(F)c4)c3C2=O)CC1 | -5 | -1% | 0% | ? | ? | 1% | 13
NC(=O)NC(=O)COC(=O)CCSc1ccccc1 | -2 | -3%[11.4 µM] | 1% | -1% | 14% | 6% | 3
COc1ccc(CC(=O)N/N=C/c2cccn2-c2ccc([N+](=O)[O-])cc2)cc1OC | -3 | -7% | -3% | ? | ? | -4% | -4
CN(C)CCCN(Cc1cc2cc3c(cc2[nH]c1=O)OCCO3)C(=O)NC1CCCCC1 | -1 | 30% | 1% | ? | ? | 3% | -8
NC(=O)C1CCN(c2ccc([N+](=O)[O-])cc2Cl)CC1 | 6 | -12% | 1% | 7% | -5% | 8% | -13
O=C(NC1CCCCC1)C1CCCN1C(=O)NCc1ccccc1 (stereo not drawn) | 0 | -2% | -2% | 15% | 36%[activator] | -7% | -11

The last 2 compounds of the section before lead into the next.
SMILES | Cycloheximide cs | AmpC no deterg | Tb PYK inh | Pf growth 48h | Pf growth 96h | LmPK inhibitor | Shiga toxin inh
NC(=O)C1CCN(c2ccc([N+](=O)[O-])cc2Cl)CC1 | 6 | -12% | 1% | 7% | -5% | 8% | -13
O=C(NC1CCCCC1)C1CCCN1C(=O)NCc1ccccc1 (stereo not drawn) | 0 | -2% | -2% | 15% | 36%[activator] | -7% | -11
CC(=O)OC[C@H]1O[C@@H](n2ncc(=O)[nH]c2=O)[C@H](OC(C)=O)[C@@H]1OC(C)=O | -1&-4 | -46% | -3%&7% | -2%&-8% | -4%&3% | -1% | 16&-3
O=C1c2ccccc2C(O)N1c1ccccc1 (stereo not drawn) | 5 | -8% | -3% | 9% | 4% | -9% | 11
COc1ccc(N2CCN(C(=O)CCNC(=O)c3ccccc3)CC2)cc1 | -1 | -2%[2.29 µM] | -9% | 7% | -9% | -1% | -3
CCc1ccc(-n2cccc2/C=C2/C(=N)N3C(=NC2=O)SN=C3S(C)(=O)=O)cc1 | -2 | ? | -10% | 27% | ? | 7% | 1
Cc1cc(C)n(-c2nc(NCC3CCCO3)c3c4c(sc3n2)COC(C)(C)C4)n1 (stereo not drawn) | 28* | 96%[activator] | -10% | nt | 2.3µM* | -1% | 46
COC(=O)CCC(=O)Nc1cc(S(=O)(=O)Nc2ccc(Cl)cc2)ccc1N1CCOCC1 | 3 | -4% | -27% | -3% | 11% | -11% | -5
CCN1C(=NCCc2cccnc2)N[C@@H](c2ccccc2)C(C(=O)OC)=C1C | -1&1 | -18%&-19% | -7% | 10%&2% | 1%&38% | -8%&-1% | -5&-2
CC(NS(=O)(=O)c1ccc(OCC(=O)N2CCOCC2)c(Cl)c1)c1ccccc1 (stereo not drawn) | -2 | 17% | 4% | -27% | nt | 6% | -3
O=C(NC1CCCCCCC1)c1ccccc1-c1ccccc1 | -6 | -2% | 1% | ? | -21% | 1% | -14
O=C(NC(Cc1c[nH]c2ccccc12)C(=O)O)/C(=C\c1ccccc1)NC(=O)c1ccccc1 (stereo not drawn) | -3 | -25% | 2% | 10% | 10µM* | 1% | 13
C[C@H](NC(=O)c1nc[nH]c1C(=O)N[C@@H](Cc1ccccc1)C(=O)OC(C)(C)C)C(=O)OCc1ccccc1 | -3 | 24% | -7% | 53%[activator] | 94%[activator] | 0% | -2
O=C(NCCCN1CCCC1=O)c1ccc(S(=O)(=O)Nc2ccccc2F)cc1 | nt | -13% | -1% | ? | 0% | nt | nt
Cc1ncc(CN2CCCC(C(=O)c3cccc(OC(C)C)c3)C2)s1 (stereo not drawn) | 1 | 98%[activator] | -8% | ? | ? | 8% | -2
C/C(=N\Nc1ccc(S(N)(=O)=O)cc1[N+](=O)[O-])c1cccnc1 | -7 | -23% | 1% | 22% | -3% | 0% | 2
CC(NC(=O)C(C)N1c2cccc3cccc(c23)S1(=O)=O)c1ccccc1 (stereo not drawn) | -4 | -41% | -11% | 19% | 139%[activator] | -1% | -4
COc1ccccc1-n1c(SCC(=O)Nc2cc(C)on2)nc2c([nH]c3ccccc32)c1=O | 8 | 23% | -1% | -21% | 12µM* | -4% | 10
COc1ccc(-c2ccc(-c3noc(-c4ccccc4)n3)c(OC)n2)cc1 | 1 | -20% | 7% | 13% | 0%[5.75 µM] | 2% | -4
CC[C@@H](C)[C@H](CNC)NC[C@@H](Cc1cccc2ccccc12)NCCc1cccc(C(F)(F)F)c1 | -8 | 131%[activator] | 1% | ? | 7.4µM* | -1% | -11
Cc1ccccc1Cn1c(=N)n(CC(=O)c2ccco2)c2ccccc21 | -4 | -13% | -3% | ? | 15µM* | 8% | -20
O=C(/C=C/Nc1ccc(F)c(F)c1)c1ccc(Br)cc1 | 57* | -33% | -2% | 289%[activator] | 43%[activator] | -12% | 93*
C/C(=N\NC(=O)c1ccc(NS(=O)(=O)c2cccs2)cc1)c1ccc(C(C)(C)C)cc1 | -1 | -55% | 2% | 3% | ? | 0% | -3
COCc1cc(=O)[nH]c(Cc2c(Cl)cccc2Cl)n1 | -3 | -4% | 0% | 5%[0.00184 µM] | 18% | -3% | -13
CC1CN(CCn2cnc3c(N)ncnc32)CC(C)O1 (stereo not drawn) | 1 | -16% | 5% | 41%[activator] | -1% | -6% | -1
Cn1c(=O)n(Cc2ccco2)c(=N)c2c3c(sc21)CCC3 | -1 | nt | -5% | 14% | nt | 4% | -4
COc1cccc(/C=C/C(=O)OCC(=O)Nc2cccc(S(=O)(=O)N3CCCCC3)c2)c1OC | 13 | ? | 4% | 14% | 16% | 3% | 61*
CC(C)OC(=O)C(C(=O)OC(C)C)=C1SC=CS1 | nt | nt | -9% | -3% | -12% | nt | nt
CCc1ccc(OCC(=O)Nc2ccc(CN3CCCCC3)cc2)cc1 | -2 | -4% | 0% | ? | ? | -1% | -4
Cc1ccc(C2(C)NC(=O)N(CC(=O)Nc3ccc(-c4nc5ccc(C)cc5s4)cc3)C2=O)cc1 (stereo not drawn) | 54* | -17% | 1% | 110%[activator] | 144%[activator] | 3% | 85*
COc1ccc(NC(=O)CN2C(=O)CSc3ccc(S(=O)(=O)N4CCC(C)CC4)cc32)cc1 | 9 | -39% | -5% | ? | 14% | 5% | 2
COc1ccc(OCC(=O)Nc2ccccc2Cl)cc1 | 2 | 3% | -1% | 19% | 24% | 11% | 37
COc1ccc(-c2c(-c3ccc4c(c3)OCO4)noc2C)cn1 | 25* | ? | 8% | 22% | 43%[activator] | -3% | 67*
Cc1cc(NC(=O)c2ccc(NC(=O)CC(C)C)cc2)no1 | -3 | -19% | nt | nt | ? | 6% | 6
CS(=O)(=O)N1CCC(C(=O)Nc2ccccc2Sc2ccccc2)CC1 | -2 | 21% | 7% | -4% | 21% | 0% | -6
O=C(Nc1cccnc1)c1cccc(S(=O)(=O)N2CCCC2)c1 | 3 | 73%[activator] | 4% | -11% | 22% | 2% | 23
CC1=C([N+](=O)[O-])C(c2ccc3c(c2)OCO3)N(C)C(=O)N1C (stereo not drawn) | -1 | -13% | -22% | ? | 2% | -6% | -8
O=C(CN1CCN(c2ccccn2)CC1)N1CCc2ccccc21 | 2 | 4% | 2% | 2% | -28% | -1% | 9
O=C(Cn1c(=O)n(CCC(=O)N2CCc3ccccc3C2)c(=O)c2ccccc21)NCC1CCCO1 (stereo not drawn) | -2 | -13% | 3% | -16% | ? | 1% | 6
O=C(c1ccc2nccnc2c1)N1CCN(c2cccc(C(F)(F)F)c2)CC1 | nt | 93%[activator] | 2% | 2% | 36% | nt | nt
Cc1ccc2[nH]c(CCN(C)C)c(CN3CCOCC3)c2c1 | nt | -16% | 1% | 13µM* | 2.3µM* | nt | nt
Cc1ccnc(NS(=O)(=O)c2ccc(NC(=O)Cc3ccc(Cl)cc3)cc2)n1 | -4 | -25% | -3% | 10% | 1% | 0% | -4
CCCCNC(=O)COC(=O)c1ccc(N(C)C)cc1 | 11 | -8% | 3% | i | -10% | -3% | 17
CC1CCC(NC(=O)c2ccc(/C=C3\Oc4ccccc4N(C)C3=O)cc2)CC1 (stereo not drawn) | 25* | -1% | nt | 16% | 16% | 1% | 42
CC(C)N=C(NS(=O)(=O)c1ccc(Br)cc1)c1ccc(Cl)cc1 | -4 | -12% | -4% | 0% | 63%[activator] | 6% | -2
N#Cc1cc2c(nc1SCC(=O)Nc1nccs1)CCCCC2 | 49* | ? | -10% | -14% | 9% | -1% | 94*
COc1ccccc1CC(=O)Nc1cc(Cl)ccc1O | -2 | -37% | 0% | ? | ? | -1% | -1
O=C(CSc1ccc2nnc(-c3cccnc3)n2n1)Nc1cccc(F)c1 | 9 | -15% | -3% | ? | ? | -2% | -10

Entries from the list above with two or more sulfur atoms:
SMILES | Cycloheximide cs | AmpC no deterg | Tb PYK inh | Pf growth 48h | Pf growth 96h | LmPK inhibitor | Shiga toxin inh
O=C(Cc1ccc(S(=O)(=O)N2CCOCC2)s1)OCc1ccc(Cl)cc1 | nt | -37% | 5% | ? | ? | nt | nt
CCc1ccc(-n2cccc2/C=C2/C(=N)N3C(=NC2=O)SN=C3S(C)(=O)=O)cc1 | -2 | ? | -10% | 27% | ? | 7% | 1
C/C(=N\NC(=O)c1ccc(NS(=O)(=O)c2cccs2)cc1)c1ccc(C(C)(C)C)cc1 | -1 | -55% | 2% | 3% | ? | 0% | -3
CC(C)OC(=O)C(C(=O)OC(C)C)=C1SC=CS1 | nt | nt | -9% | -3% | -12% | nt | nt
COc1ccc(NC(=O)CN2C(=O)CSc3ccc(S(=O)(=O)N4CCC(C)CC4)cc32)cc1 | 9 | -39% | -5% | ? | 14% | 5% | 2
CS(=O)(=O)N1CCC(C(=O)Nc2ccccc2Sc2ccccc2)CC1 | -2 | 21% | 7% | -4% | 21% | 0% | -6
N#Cc1cc2c(nc1SCC(=O)Nc1nccs1)CCCCC2 | 49* | ? | -10% | -14% | 9% | -1% | 94*

Screens from PubChem.
